ELG1 DNA repair – qHTS screen for small molecules that inhibit ELG1-dependent DNA repair in human embryonic kidney (HEK293T) cells expressing luciferase-tagged ELG1. HEK293T ELG1-luciferase reporter, luminescence, 16 h; DNA damage induced by 5-fluorouridine. Potency, µM (series often up to 46.1 µM), without a hit: at the top dose activity change, negative = inhibition, hits mostly inhibitors. actives 2.3% (n = 330,000). AID 504467, 2011; further: potency means the concentration at half of the fitted maximal effect; on the % scale 0 is the no-effect control and ±100 the full control effect; nearly all actives have a fitted effect of over 55% in size
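Quantitative HTS, concentration-response format. 2,000 cells/well co-treated with 5-fluorouridine and compound, 16 hr in 5% CO2 at 37 °C; ONE-Glo luminescence read after 30 min.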
Mito fusion yeast – qHTS Assay for Small Molecule Inhibitors of Mitochondrial Division or Activators of Mitochondrial Fusion; actives 0.23% (n = 320,000); Potency, µM (titrated, usually from 46.1 µM), for the others: at the highest dose growth rescue (activation), usual class: activators; S. cerevisiae fusion-defective mutant growth rescue, CellTiterGlo 48 h;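 further: potency means the concentration at half of the fitted maximal effect; % of control where 0% means no effect; nearly all actives have a fitted effect of over 45% in size; temperature-sensitive fusion mutants such as fzo1-1 at 37 °C on non-fermentable ethanol glycerol medium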
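Growth-rescue viability read-out: after 48 h at the non-permissive 37C in glycerol/ethanol YPEG, yeast mitochondrial fusion mutants are measured by CellTiterGlo luminescence; compounds (23 nl pinned per well) restoring growth score as division inhibitors or fusion activators.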
Eya2 phos inh – qHTS Assay for Inhibitors of the Phosphatase Activity of Eya2 | Protein phosphatase EYA2 (Homo sapiens), O00167 | recombinant Eya2, OMFP fluorescence dephosphorylation (OMFP is methylfluorescein phosphate) | actives 0.006% (n = 330,000) | Potency, µM (doses to about 76.9 µM), inactives show top-dose activity, negative = inhibition, hits mostly inhibitors; further: potency means the concentration at half of the fitted maximal effect; on the % scale 0 is the no-effect control and ±100 the full control effect
Target sequence (O00167 whole entry, looked up): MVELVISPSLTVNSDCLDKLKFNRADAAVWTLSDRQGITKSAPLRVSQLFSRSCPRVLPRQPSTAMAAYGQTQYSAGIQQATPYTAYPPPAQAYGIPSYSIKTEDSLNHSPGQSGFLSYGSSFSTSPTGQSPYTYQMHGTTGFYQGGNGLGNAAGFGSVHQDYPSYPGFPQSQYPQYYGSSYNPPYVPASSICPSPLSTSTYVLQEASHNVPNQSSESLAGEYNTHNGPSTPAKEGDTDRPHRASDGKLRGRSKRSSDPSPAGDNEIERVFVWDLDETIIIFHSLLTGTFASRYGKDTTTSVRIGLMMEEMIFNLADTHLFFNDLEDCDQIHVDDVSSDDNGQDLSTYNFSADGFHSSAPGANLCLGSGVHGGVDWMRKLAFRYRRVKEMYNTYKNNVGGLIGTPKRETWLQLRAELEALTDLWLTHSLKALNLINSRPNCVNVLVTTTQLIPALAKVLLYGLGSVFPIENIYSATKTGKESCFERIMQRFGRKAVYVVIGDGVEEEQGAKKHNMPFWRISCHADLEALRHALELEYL
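Eya2 (0.2 uM) preincubated 10 min at ambient with compound, then OMFP substrate added at 50 uM; 10 min reaction in 50 mM HEPES pH 7.5, 50 mM NaCl, 5 uM MgCl2, 0.05% BSA, 1 mM DTT. Fluorescence read at Ex 485/Em 525 nm.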
BCR signal inh – qHTS Assay to Find Inhibitors of Chronic Active B-Cell Receptor Signaling | ABC-DLBCL IkBa-CBG/CBR reporter, luminescence ratio, 4 h | Potency, µM (titrated, usually from 46.1 µM), for the others: top-dose ratio change, negative = lower green/red ratio, actives largely listed as inhibitors | actives 0.05% (n = 340,000); active means well fitted inhibition curve with a large enough effect in the signal ratio, with a control signal flat, not every such curve was filed as active; inconclusive means small, poorly fitted or top-dose-only effect, or effect the other way, or a change in a side signal; the % refers to the signal ratio;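 further: potency means the concentration at half of the fitted maximal effect; plate controls were basal doxycycline-induced cells for no effect and cells given 10 µM MG132 for full effect; MG132 reads +100%, hits lower the ratio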
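TMD8 ABC-DLBCL cells carrying doxycycline-inducible green luciferase fused to IkappaBalpha plus unfused red luciferase were exposed to compounds (up to 46 uM) for 4 hrs at 37C. Activity came from the overlap-corrected green/red luminescence ratio.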
TSHR antag – Antagonists of the Thyroid Stimulating Hormone Receptor: HTS campaign. Thyrotropin receptor (Homo sapiens), P16473. TSHR-expressing cells, TSH-stimulated cAMP HTRF, 2 h; stronger effect = lower value. activity change, negative = inhibition, % at 11.5 µM. actives 0.2% (n = 330,000). AID 504810, 2011;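 active means activity change below a set negative limit, meaning inhibition stronger than a set level, cut at about -70% in these data; inconclusive means activity change between two set negative limits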; further: on the % scale 0 is the no-effect control and ±100 the full control effect
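Competitive HTRF cAMP read-out (cryptate anti-cAMP antibody, cAMP-d2; 30 min, room temperature) in freshly harvested TSHR cells. Compounds added before TSH at EC80 (4nM final), followed by 2 hours' incubation at 37 deg C.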
ASM inhibitor – Inhibitors of Secretory Acid Sphingomyelinase (S-ASM): qHTS. AID 504937, 2011. actives 0.006% (n = 340,000). Potency, µM (titrated, usually from 57.5 µM), without a hit: at the highest dose activity change, negative = inhibition, usual class: inhibitors. placental ASM, HMU-PC fluorogenic substrate, 60 min. Sphingomyelin phosphodiesterase (Homo sapiens), P17405; further: potency means the concentration at half of the fitted maximal effect
Target sequence (P17405 47-631 limits assumed): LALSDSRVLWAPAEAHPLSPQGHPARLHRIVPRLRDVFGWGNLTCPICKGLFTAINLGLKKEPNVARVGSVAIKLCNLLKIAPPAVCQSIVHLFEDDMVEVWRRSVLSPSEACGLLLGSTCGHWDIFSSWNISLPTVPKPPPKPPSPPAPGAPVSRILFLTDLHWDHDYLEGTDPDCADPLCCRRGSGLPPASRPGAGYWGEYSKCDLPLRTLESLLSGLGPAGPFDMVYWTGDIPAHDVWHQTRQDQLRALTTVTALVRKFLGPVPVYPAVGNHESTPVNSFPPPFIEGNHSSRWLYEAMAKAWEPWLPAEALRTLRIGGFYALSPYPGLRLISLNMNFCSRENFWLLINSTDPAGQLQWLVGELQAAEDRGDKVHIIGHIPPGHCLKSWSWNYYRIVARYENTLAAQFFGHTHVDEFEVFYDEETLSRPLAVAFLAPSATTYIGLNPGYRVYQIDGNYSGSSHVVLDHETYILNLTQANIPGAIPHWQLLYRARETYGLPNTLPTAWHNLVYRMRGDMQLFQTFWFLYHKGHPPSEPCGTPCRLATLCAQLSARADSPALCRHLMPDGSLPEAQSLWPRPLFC
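Fluorescence read-out (Ex 386 nm, Em 447 nm) after stopping the reaction at pH 10. Enzyme: ASM from human placenta; substrate HMU-PC0, 9 uM final; 60 min, 37 °C. Compound preincubation 10 min, ambient temperature.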
TCR act – Activators of T cell receptors: qHTS campaign; 330,000 tested, under 10 active; Potency, µM (titrated, usually from 9.22 µM), inactives show at the top dose activation of IL-2 secretion, hits mostly activators; AID 504894, 2011; primary human leukocytes, anti-CD3, IL-2 HTRF, 48 h; further: % of control where 0% means no effect
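Activity was scored as IL-2 release from primary human leukocytes given only a TCR signal (a-CD3 beads) plus compound for 48 hr. Detection used a two-antibody HTRF format read at 665nm.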
TSG101-PTAP inh – qHTS Assay for Iinhibitors of HIV-1 Budding by Blocking the Interaction of PTAP/TSG101. Tumor susceptibility gene 101 protein (Homo sapiens), Q99816. Fluorescence polarization, FITC-PTAP peptide / Tsg101 binding. Potency, µM (doses to about 115 µM), for inactives: at the highest dose activity change, negative = inhibition, most hits filed as inhibitors. 340,000 tested, under 10 active. AID 493005, 2010; active means well fitted inhibition curve with a large enough effect in the main read-out, with a control signal flat, not every such curve was filed as active; inconclusive means small, poorly fitted or top-dose-only effect, or effect the other way, or a change in a side signal; inactive means no such curve, though single readings can be large or run the other way; further: potency means the concentration at half of the fitted maximal effect; % of control where 0% means no effect
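FP read-out: FITC-PTAP peptide, 50 nM final, binding Tsg101 binding domain, 10 uM final; 20 min, r.t.; 10 mM HEPES pH 7.5, 0.15 M NaCl, 0.01% Tween 20, 3 mM EDTA, 0.1 mM TCEP.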
Integrin act MD – qHTS for Activators of Integrin-Mediated Alleviation for Muscular Dystrophy | alpha7betagal myoblasts, beta-gal FDG fluorescence, 48 h | Potency, µM (series often up to 38.3 µM), for inactives: top-dose activation, hits mostly activators | actives 0.064% (n = 350,000) | AID 624291, 2012;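 further: potency means the concentration at half of the fitted maximal effect; 100% = response of the positive control SU9516; nearly all actives have a fitted effect of over 60% in size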
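Alpha7betagal+/- myoblasts (passage 13) were plated 16-24 hr, then exposed to compounds (1:260 dilution of DMSO stock) for 48 hours at 37C. After MPER lysis, β-galactosidase reporter activity was read as FDG fluorescence (ex 480/em 540) after 30 minutes.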
Tb PFK inh – qHTS Assay to Find Inhibitors of T. brucei phosphofructokinase | ATP-dependent 6-phosphofructokinase (Trypanosoma brucei brucei), O15648 | T. brucei PFK, ADP-Glo luminescence | Potency, µM (titrated, usually from 57.5 µM), inactives show at the top dose activity, negative = inhibition, usual class: inhibitors | actives 0.17% (n = 330,000) | AID 485367, 2010;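 further: potency means the concentration at half of the fitted maximal effect; 0% = uninhibited 1x PFK enzyme wells and -100% = no-enzyme wells; nearly all actives have a fitted effect of over 60% in size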
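Luminescent ADP detection (ADP-Glo, two-step: ATP depletion then ADP-to-ATP conversion for luciferase) reported PFK activity after 45 min room-temperature reaction of 1.25 nM enzyme with 0.5 mM F6P and 0.1 mM ATP at pH 8.0.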
A-T KAP1 phos – qHTS Assay for Identifying a Potential Treatment of Ataxia-Telangiectasia; actives 0.19% (n = 320,000); Potency, µM (highest dose often 57.5 µM), inactives show at the highest dose activation, hits mostly activators; AID 485349, 2010; […] A-T fibroblasts, KAP-1 phosphorylation AlphaLISA; neocarzinostatin DNA damage 30 min before lysis; further: potency means the concentration at half of the fitted maximal effect; % of control where 0% means no effect; nearly all actives have a fitted effect of over 45% in size
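ATM-like activity read as KAP-1 phosphorylation via AlphaLISA donor/acceptor antibody pairs after lysis and 6 hr at 25C. Cells were ATM-null patient fibroblasts ([…], hTERT), dosed 60 min, then exposed to the DSB inducer NCS for 30 min.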
Numbers without * were called inactive; ? = inconclusive; nt = no result given; [ ] = another dose, or the depositor's remark. Unless noted, the call rests on the fitted dose curve; in most records, active means well fitted curve in the direction sought with a large enough effect; inconclusive means small, poorly fitted or top-dose-only effect, or another doubt; inactive means no such curve, though single readings can be large; an effect the other way counts as inactive or inconclusive.

SMILES | ELG1 DNA repair | Mito fusion yeast | Eya2 phos inh | BCR signal inh | TSHR antag | ASM inhibitor | TCR act | TSG101-PTAP inh | Integrin act MD | Tb PFK inh | A-T KAP1 phos
COc1ccc(OC)c(NC(=O)CSc2nnnn2-c2ccccc2F)c1 | ? | 0% | -1% | -7% | -9 | 1% | -1% | -2% | 7% | -6% | 14%
COc1ccc(C(=O)Nc2sc3c(c2C(=O)O)CC(C)(C)OC3)cc1 | -11% | -1% | 4% | ? | -12 | 13% | -4%[46.1 µM] | -2% | 27% | 2% | 1%
Cc1c(C#N)c(N)nc2c3c(sc12)NC(=O)CC3c1ccc(F)cc1 (centres undefined) | ? | 4% | -7% | 0% | -5 | 372%[activator] | -9%[46.1 µM] | 0% | 20% | 9% | -1%
CC(=O)Nc1ccc(NC(=O)CSc2nnc(C3CC3)n2C)cc1 | 12% | -1% | -4% | -1% | -2 | 6% | 2% | -2% | 4% | -5% | -13%
COC(=O)COc1ccc(S(=O)(=O)NCCC2=CCCCC2)cc1C | 0% | 5% | -10% | -11% | -21 | -3% | -9% | -6% | -12% | 0% | 1%
O=C(Cn1[nH]c(=O)c2ccccc2c1=O)Nc1cccc(S(=O)(=O)N2CCCCCC2)c1 | ? | -1% | -8% | -23% | -14 | 4% | 3% | -7% | -15% | 7% | 3%
CCOC(=O)CN1CC23C=CC(O2)C(C(=O)NCc2ccc(F)cc2)C3C1=O (centres undefined) | 20% | 0% | -13% | ? | 28 | -1% | 1% | 0% | 0% | -5% | -2%
Cc1nn(CC(=O)N(C)C2(C#N)CCCCC2)c(C)c1[N+](=O)[O-] | 10% | -2% | -3% | -1% | 1 | -5% | -15% | -7% | ? | -9% | -8%
O=C1CCC(C(=O)N2CCCCCC2)CN1CCc1ccc(Cl)cc1 (centres undefined) | 0% | -11% | 3% | -12% | 5 | -1% | -3% | -4% | 0% | 0% | 6%
COC(=O)C1CCN(C(=O)c2ccc(NC(C)=O)cc2)CC1 | 7% | 2% | -3% | 0% | -12 | 1% | 7% | -4% | -10% | 0% | 3%
c1ccc(-c2nc(-c3ccc(-c4ccon4)s3)no2)cc1 | ? | 0% | -3% | ? | -3 | 5% | -3% | -4% | ? | 1% | -3%
CC1=C(C(=O)Nc2cccc(C(=O)NC(C)C)c2)SCCO1 | ? | 9% | 1% | 2% | 1 | -1% | -2% | 0% | 4% | -16% | -10%
CC1(C)CC(=O)C2=C(C1)N(Cc1ccco1)C(=O)NC2(C(F)(F)F)C(F)(F)F | 16% | -2% | -28% | 2% | -12 | 5% | 1% | -5% | 11% | 6% | nt
CC(=Nc1ccc(C)cc1C)c1sc2ccccc2c1O | ? | -2% | 0% | ? | -10 | -17% | 6% | ? | -9% | 5% | 0%
Cc1cccc(C(=O)NCC(=O)N2CCN(S(=O)(=O)c3cc(C)ccc3C)CC2)c1 | ? | 1% | -23% | -7% | -2 | 3% | 6% | -3% | 5% | 1% | 0%
Oc1ccc(/C=N/N(Cc2ccccc2)c2ccccc2)c(O)c1O | -6% | -4% | -6% | 4% | -3 | -5% | -1% | -1% | -1% | -16% | -1%
CC(C)n1nc(C(=O)Nc2ccccc2N2CCOCC2)c2ccccc2c1=O | ? | 0% | 5% | -5% | 7 | 5% | 6%[46.1 µM] | -5% | 8% | -7% | -1%
CCSc1nsc(NC(=O)Nc2ccccc2OC)n1 | ? | -9% | 2% | ? | -12 | -20% | nt | -9% | -3% | -4% | -4%
O=C(OCC(=O)N1CCc2ccccc21)c1ccc([N+](=O)[O-])o1 | 0% | nt | -5% | 0% | nt | 8% | -11% | 0% | 0% | -7% | -1%
Cc1nnnn1/C(=C\c1ccccc1)C(=O)OCC(=O)Nc1cccc(S(=O)(=O)N(C)C)c1 | ? | -3% | -4% | ? | -15 | 1% | 0% | -2% | -21% | -3% | ?
CCc1nnc(NC(=O)CSc2nnc(-c3cccnc3)n2CC)s1 | 9% | 2% | -28% | -2% | 25 | 5% | 0% | -7% | -1% | 3% | -1%
OCC1(CCCc2ccccc2)CCN(C2CCSCC2)CC1 | 7% | 24% | 7% | -8% | -3 | 3% | 2% | -1% | -37% | -2% | 0%
CSCCC(N=C1NS(=O)(=O)c2ccccc21)C(=O)NCCc1ccccc1 (centres undefined) | ? | -1% | 1% | -7% | 3 | 1% | 4% | -1% | -3% | 1% | 0%
CN(C)CCNC(=O)/C(=N\O)c1ccccn1 | 5% | -4% | 1% | 8% | 0 | 0% | -2% | -7% | -19% | 0% | 4%
c1ccc(OCCCN2CCCC2)cc1 | 4% | 2% | 1% | -2% | 9 | 18% | 5% | -4% | -30% | 0% | -1%
COc1ccc(-n2nc3c(c2NC(=O)CBr)CSC3)cc1 | ? | 8% | 1% | -1% | 6 | 3% | -4% | -2% | 1% | 0% | -1%
CCOC(=O)N1CCN(C(=O)C2CCN(C(=O)c3cc(OC)cc(OC)c3)CC2)CC1 | 4% | 0% | 9% | 0% | 4 | 1% | 4%[46.1 µM] | -2% | -11% | 4% | 9%
Cc1cc(C(=O)Nc2nc3c(C)cccc3s2)c(C)o1 | 30% | 3% | -30% | ? | -10 | 0% | 3% | -4% | 0% | -4% | 2%
Oc1ccc(-c2nc3c4c(ncn3n2)-c2ccccc2CC42CCCC2)cc1 | ? | 7% | -1% | 0% | -10 | -11% | 2%[46.1 µM] | 1% | 15% | 0% | 0%
COc1ccc(Cc2noc(CN(C)Cc3cccc(-n4cccn4)c3)n2)cc1OC | ? | 4% | 15% | -4% | -11 | 4% | -16% | -1% | -5% | -7% | -7%
O=C(Nc1ccc(Cl)c(S(=O)(=O)N2CCOCC2)c1)c1cc(-c2ccccn2)nc2ccccc12 | 18µM* | -6% | -3% | -8% | 5 | -19% | 2% | -3% | 20% | 3% | 2%
O=C(Nc1ccc2c3c(cccc13)CC2)c1cccc([N+](=O)[O-])c1 | ? | 15% | -7% | ? | 0 | -3% | -6%[46.1 µM] | -1% | 17% | -17% | 1%
O=[N+]([O-])c1cccc(-c2ccc(/C=N/NC(=S)NCc3ccco3)o2)c1 | ? | -4% | -1% | ? | -9 | -1% | 2% | -2% | -21% | -3% | 19%
CC1(C)CC(=O)C(Sc2ccccc2C(=O)O)=C(O)C1 | -3% | -2% | 5% | 1% | 20 | 5% | -3%[46.1 µM] | -1% | 2% | 0% | -3%
CC(=O)NCCc1nc2ccccc2n1Cc1cc(C)ccc1C | 4% | 0% | 8% | -16% | 8 | -3% | -2% | 0% | -12% | -15% | -3%
O=C(O)CCC(=O)Nc1sc2c(c1C(=O)Nc1cccc3ccccc13)CCCCC2 | 5% | -11% | -2% | ? | 7 | 11% | 2%[46.1 µM] | -6% | ? | 3% | 0%
CCOc1ccc2c(c1)-c1c(ssc1=S)C(C)(C)N2C | -1% | 8% | -6% | ? | -11 | -13% | -6% | -3% | -34% | 1% | -3%
CCOC(=O)c1ccc(-c2ccc(CO)o2)cc1 | ? | -1% | 1% | ? | 0 | 2% | 7% | -6% | 17% | -1% | 1%
COC(=O)c1ccccc1S(=O)(=O)N1CCC(C(=O)OCc2cccc(OC)c2OC)CC1 | 13% | 16% | -16% | 6% | 6 | -1% | -2% | -1% | 9% | 9% | 18%

Bioassay records (PubChem BioAssay)
